Source: PubChem BioAssay
hcDAF12 agonist – H. contortus DAF-12 nuclear receptor activators, primary screen, cell-based, luminescence, HEK293, lit1-tk-luc reporter; 1.4% of 370,000 active; activation, % at 6.8 µM; HEK293 hcDAF-12 lit1-tk-luc reporter; 0% DMSO, 100% Δ7-dafachronic acid;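 active means activation above the mean of all tested compounds plus 3 SD, cut at about 5.5% in these data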;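 further: 100% = response to 3 µM Δ7-dafachronic acid high control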
sPLA2-III inh – human group III sPLA2 inhibitors, primary screen, biochemical, QFRET, BODIPY PC-A2 liposome substrate; Group 3 secretory phospholipase A2 (Homo sapiens), Q9NZ20; QFRET BODIPY PC-A2 liposome hydrolysis, fluorescence; inhibition, % at 12.2 µM; 0.56% of 370,000 active;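 active means inhibition above mean plus 3 SD of compounds lying within the high and low control bounds, cut at about 19% in these data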;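 further: 0% = median of test compound wells and 100% = no enzyme DMSO wells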
Target sequence (Q9NZ20 whole entry, looked up): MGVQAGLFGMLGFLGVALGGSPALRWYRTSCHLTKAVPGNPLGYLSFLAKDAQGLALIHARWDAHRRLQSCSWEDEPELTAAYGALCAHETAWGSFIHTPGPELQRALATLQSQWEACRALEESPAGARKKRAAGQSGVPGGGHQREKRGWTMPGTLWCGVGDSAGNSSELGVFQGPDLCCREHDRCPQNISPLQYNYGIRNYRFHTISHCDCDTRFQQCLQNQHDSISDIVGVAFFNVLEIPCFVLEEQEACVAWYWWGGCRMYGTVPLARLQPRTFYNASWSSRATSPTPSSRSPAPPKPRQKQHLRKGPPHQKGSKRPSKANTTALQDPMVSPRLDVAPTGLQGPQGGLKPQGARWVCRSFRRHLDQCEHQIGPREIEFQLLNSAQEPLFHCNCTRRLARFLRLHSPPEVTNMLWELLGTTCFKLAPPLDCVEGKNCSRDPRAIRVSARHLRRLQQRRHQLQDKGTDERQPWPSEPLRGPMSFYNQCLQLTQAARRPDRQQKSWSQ
hgDAF-12 ag – H. glycines DAF-12 receptor agonists, primary screen, cell-based, luminescence, HEK293, GAL4 fusion, UAS-luciferase | HEK293 GAL4-hgDAF12 UAS-luciferase reporter, agonist luminescence; normalized to butyrate control | Nuclear hormone receptor DAF-12 (Heterodera glycines), GAL4 fusion | 1.8% of 370,000 active | activation, % at 6.8 µM;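 active means activation above a cutoff set at the mean of all screened compounds plus 3 SD, cut at about 10% in these data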;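 further: 0% = DMSO wells and 100% = sodium butyrate wells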
PLCg1 inh – PLC-gamma1 enzyme inhibitors, primary screen, biochemical, fluorescence, purified enzyme. 1-phosphatidylinositol 4,5-bisphosphate phosphodiesterase gamma-1 (Homo sapiens), P19174. fluorogenic substrate. inhibition, % at 12.2 µM. 0.84% of 370,000 active. AID 720700, 2013; in the data active means inhibition above about 9.5%
ADAM10 inh – human ADAM10 inhibitors, primary screen, biochemical, QFRET, HTS; Disintegrin and metalloproteinase domain-containing protein 10 (Homo sapiens), O14672; recombinant ADAM10, EDANS/DABCYL FRET peptide cleavage, 3 h; inhibition, % at 7 µM; 0.62% of 370,000 active; AID 720582, 2013;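 active means inhibition above a per-campaign cutoff equal to the mean of compounds falling between control-based bounds plus 3 SD, cut at about 20% in these data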;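 further: 0% = DMSO wells while the 100% control is not disclosed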
DAX1 inh-1 – DAX1 (NR0B1) inhibitors, primary screen, cell-based, HEK293, Gal4-DAX1, luciferase luminescence. Nuclear receptor subfamily 0 group B member 1 (Homo sapiens), P51843. HEK293 Gal4-DAX1 luciferase reporter. inhibition, % at 6.75 µM. 0.99% of 340,000 active. AID 504766, 2011;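 active means inhibition above the mean over all tested compounds plus 3 SD, cut at about 4.2% in these data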;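 further: 0% = DAX1-transfected cells with DMSO and 100% = empty-vector control cells with DMSO; inhibition shows as a rise in luminescence from relieved DAX1 repression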
Target sequence (P51843 207-470 limits assumed): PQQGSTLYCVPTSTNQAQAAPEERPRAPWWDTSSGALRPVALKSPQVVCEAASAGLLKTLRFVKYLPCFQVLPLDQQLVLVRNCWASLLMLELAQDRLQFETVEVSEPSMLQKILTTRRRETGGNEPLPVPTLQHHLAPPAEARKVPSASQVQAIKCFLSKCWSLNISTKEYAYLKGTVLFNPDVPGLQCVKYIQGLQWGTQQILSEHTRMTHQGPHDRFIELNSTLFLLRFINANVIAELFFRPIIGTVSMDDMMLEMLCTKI
ADAM17 inh – ADAM17 inhibitors, primary screen, biochemical, QFRET; recombinant ADAM17, EDANS/DABCYL FRET peptide cleavage; inhibition, % at 6.95 µM; 0.83% of 370,000 active;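 active means inhibition above the mean of compounds lying between control limits plus 3 SD, set per campaign, cut at about 8.5% in these data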;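 further: 0% = DMSO-only wells as the low control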
DAX1 inh-2 – DAX1 (NR0B1) inhibitors on StAR promoter, primary screen, cell-based, luminescence, SF-1 (NR5A1), full-length DAX-1; 1.1% of 370,000 active; AID 652010, 2013; inhibition, % at 6.8 µM; HEK293T StAR-luciferase reporter, SF-1/DAX-1 repression relief;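 active means inhibition above the mean over all tested compounds plus 3 SD, cut at about 3.6% in these data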;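 further: 0% = DAX-1 cells with DMSO and 100% = cells lacking DAX-1 with DMSO; higher inhibition means more luminescence from relief of DAX-1 repression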
PLC-beta3 inh – human PLC-beta3 inhibitors, primary screen, biochemical, fluorescence; AID 720704, 2013; inhibition, % at 12.2 µM; 0.18% of 370,000 active; Purified PLC-beta3, fluorogenic substrate; 1-phosphatidylinositol 4,5-bisphosphate phosphodiesterase beta-3 (Homo sapiens), Q01970; in the data active means inhibition above about 11%;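 further: 0% = median of compound wells on plate and 100% = full blocker control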
ssDAF-12 act – S. stercoralis DAF-12 nuclear receptor activators, primary screen, cell-based, luminescence, HEK293, GRIP1 co-expression, lit1-tk-luc; HEK293 ssDAF-12/GRIP1 lit1-tk-luc reporter; % of 3 µM dafachronic acid response; activation, % at 6.8 µM; 1% of 370,000 active; AID 652126, 2013;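 active means activation above the mean over all tested compounds plus 3 SD, cut at about 0.9% in these data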;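 further: 0% = DMSO-only wells and 100% = 3 µM delta7-dafachronic acid wells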
FXN GAA850 act – FXN promoter activators, primary screen, cell-based, luciferase luminescence, HEK293 lucGAA850 | AID 540364, 2011 | 0.56% of 360,000 active | activation, % at 6 µM | HEK293 lucGAA850 FXN promoter luciferase reporter, 24 h; percent of 10 µM SAHA response;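 active means activation above the average of all compounds screened plus 3 SD, cutoff fixed separately per campaign, cut at about 7.5% in these data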;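 further: 0% = DMSO wells and 100% = 10 µM SAHA wells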
An asterisk follows results filed as active; nt = not tested or not shown; & = joins results of further samples; ! = not confirmed by another sample.

Key to letters – A = hcDAF12 agonist; B = sPLA2-III inh; C = hgDAF-12 ag; D = PLCg1 inh; E = ADAM10 inh; F = DAX1 inh-1; G = ADAM17 inh; H = DAX1 inh-2; I = PLC-beta3 inh; J = ssDAF-12 act; K = FXN GAA850 act
CCOc1ccc(-c2nnc(-c3snc(-c4ccc(F)cc4)c3N=CN(C)C)o2)cc1
  A: -0.3; B: -1.9; C: -1.1; D: -8.9; E: -2.6; F: 2.6; G: -1.8; H: -1.0; I: -9.4; J: 0.3; K: 0.6

COc1ccc(Cl)cc1C(=O)CSc1nnnn1C1CCCCC1
  A: -0.1; B: -42.0; C: 0.3; D: 4.1; E: 3.4; F: -0.3; G: 5.0; H: -0.5; I: 3.1; J: -1.2; K: 0.6

CN(CC(=O)Nc1cccc(F)c1)C(=O)CSc1ccc(Br)cc1
  A: -1.2; B: 7.5; C: 4.1; D: -3.6; E: -6.4; F: -0.4; G: -2.6; H: -0.1; I: -8.8; J: -1.1; K: 1.6

C[C@@H](NC(=O)OC(C)(C)C)C(=O)NCC1CCC(C(=O)N[C@@H](Cc2ccccc2)C(=O)O)CC1 (some centres undefined)
  A: 0.1; B: 1.2; C: 0.4; D: 0.1; E: -0.4; F: 1.8; G: -0.4; H: 0.8; I: -2.9; J: -1.5; K: 2.9

CC1(C)Cc2cccc(OCC(=O)NCCc3ccc(S(N)(=O)=O)cc3)c2O1
  A: -2.0; B: -5.9; C: 3.4; D: 0.8; E: -1.0; F: 0.4; G: -1.0; H: 0.6; I: -4.6; J: -1.5; K: 0.5

COc1cc(=O)n(C)c2c(O)cccc12
  A: 2.3; B: 2.9; C: 2.6; D: -8.0; E: -15.4; F: 4.0; G: -3.6; H: 0.8; I: -12.9; J: -1.1; K: -0.7

N#CC12CCCCC1CC1CCCCC1(C#N)N2Cc1cccnc1 (centres undefined)
  A: -2.1; B: 3.7; C: 0.4; D: 2.9; E: 0.4; F: 0.1; G: 1.1; H: 0.4; I: 2.8; J: -1.1; K: 1.6

c1ccc(-c2ccn3nnnc3n2)cc1
  A: 3.1; B: -1.2; C: 1.7; D: 2.6; E: 0.8; F: 0.4; G: -6.7; H: -0.3; I: -1.4; J: 0.0; K: 1.7

c1ccc(-c2cn3c4c(sc3n2)CCCC4)cc1
  A: 8.5*; B: 2.0&0.5; C: 4.8&-2.1; D: 3.0&3.6; E: -0.1&19.2; F: -2.9&-4.6; G: -0.8&2.4; H: 6.2*!; I: 5.0&1.0; J: 0.2&-0.5; K: -5.0&-5.2

CCC1CCCCN1CC(=O)Nc1cc(OC)c(OC)cc1C#N (centres undefined)
  A: -1.6; B: 1.8; C: 0.5; D: 3.0; E: -0.6; F: 1.9; G: -1.2; H: 0.8; I: -0.5; J: -1.4; K: 0.3

CCc1ccc2c(CN3CCc4ccccc43)cc(=O)oc2c1
  A: 3.1; B: 0.3; C: 0.7; D: 1.2; E: 2.6; F: -0.2; G: -2.1; H: -0.1; I: -7.6; J: -0.3; K: 0.1

CCN(CC)CCCNC(=O)c1c(O)c2c([nH]c1=O)CCCC2
  A: -0.9; B: -3.1; C: -2.0; D: 1.0; E: 1.3; F: -1.0; G: -1.9; H: -0.2; I: -1.2; J: -1.4; K: -0.7

COc1ccc(/C=C(\NC(=O)c2ccc(Cl)cc2)C(=O)NCCCN2CCOCC2)cc1OC
  A: -1.9; B: 1.8; C: 1.8; D: -6.0; E: 2.7; F: -0.2; G: -1.7; H: 0.2; I: -7.4; J: 0.3; K: 1.6

CC(C)(O)P(=O)(O)CCc1ccccc1
  A: 1.2; B: 1.7; C: -0.6; D: 0.5; E: -4.3; F: 2.7; G: -2.8; H: 0.5; I: -7.0; J: -1.3; K: -1.2

Cc1cc(C)c(S(=O)(=O)N2C[C@H]3CON(C)[C@H]3C[C@H]2c2ccc(N3CCCCC3)cc2)c(C)c1
  A: -0.7; B: 8.7; C: 8.1; D: -1.6; E: -1.2; F: nt; G: -0.6; H: 0.2; I: 1.7; J: -1.3; K: nt

CNc1c(NS(=O)(=O)c2ccc(Br)cc2)c(=O)oc2ccccc12
  A: 2.2; B: -14.5; C: 1.7; D: -0.3; E: -18.1; F: -0.6; G: -3.8; H: -0.5; I: -6.4; J: -1.1; K: -1.0

CC(C)C(=O)N1CCC(c2nc(-c3ccc(S(=O)(=O)N4CCN(C)CC4)cc3)no2)CC1
  A: -1.5; B: -2.6; C: 0.5; D: 1.3; E: -1.4; F: -0.4; G: 1.2; H: -0.3; I: 3.0; J: -1.2; K: -0.4

CCOC(=O)c1nn(-c2ccc(F)cc2)cc1O
  A: 4.6; B: -5.3; C: 10.0; D: -4.8; E: -9.4; F: 0.8; G: -0.2; H: 1.6; I: -15.2; J: -0.8; K: 4.0

Cc1nnc(Nc2ccc3c(c2)OCO3)c2ccccc12
  A: 5.2; B: 5.0; C: 6.5; D: -0.5; E: 7.1; F: -0.6; G: -0.9; H: 0.5; I: -0.7; J: 0.5; K: 0.1

CCCNC(=O)C1(C)CCCN(Cc2ccc3c(c2)OCO3)C1 (centres undefined)
  A: 1.2; B: 3.3; C: 3.0; D: 1.1; E: -10.7; F: nt; G: -5.8; H: -0.7; I: -1.1; J: -1.1; K: 0.7

O=C(NCc1ccccc1F)c1cccc(S(=O)(=O)N2CCCCC2)c1
  A: -0.7; B: 6.6; C: -1.3; D: 6.3; E: -5.0; F: -0.2; G: -2.5; H: 0.8; I: -3.0; J: -1.1; K: 1.0

O=C(NNC(=O)C1CCCN(S(=O)(=O)c2cccc(F)c2)C1)C1CC1 (centres undefined)
  A: -1.7; B: -3.7; C: -2.8; D: -2.4; E: 5.4; F: 1.1; G: -4.8; H: 0.0; I: -0.5; J: -1.2; K: 1.5

COc1cccc(C(=O)N/N=c2\sc3ccccc3n2C)c1
  A: 0.2; B: 0.6; C: 1.4; D: 2.7; E: -5.2; F: 0.0; G: -2.1; H: 0.2; I: 0.9; J: -2.2; K: 0.9

COc1ccc(C(=O)CN2Cc3ccccc3C2=N)cc1
  A: 17.6*; B: -16.8; C: 12.6*; D: -6.2; E: -44.5; F: 2.8; G: -22.9; H: 3.4; I: -12.7; J: 2.1*; K: 4.1

8 entries from above in a different format:
SMILES,hcDAF12 agonist,sPLA2-III inh,hgDAF-12 ag,PLCg1 inh,ADAM10 inh,DAX1 inh-1,ADAM17 inh,DAX1 inh-2,PLC-beta3 inh,ssDAF-12 act,FXN GAA850 act
CC(C)C(=O)N1CCC(c2nc(-c3ccc(S(=O)(=O)N4CCN(C)CC4)cc3)no2)CC1,-1.5,-2.6,0.5,1.3,-1.4,-0.4,1.2,-0.3,3.0,-1.2,-0.4
CCOC(=O)c1nn(-c2ccc(F)cc2)cc1O,4.6,-5.3,10.0,-4.8,-9.4,0.8,-0.2,1.6,-15.2,-0.8,4.0
Cc1nnc(Nc2ccc3c(c2)OCO3)c2ccccc12,5.2,5.0,6.5,-0.5,7.1,-0.6,-0.9,0.5,-0.7,0.5,0.1
CCCNC(=O)C1(C)CCCN(Cc2ccc3c(c2)OCO3)C1 (centres undefined),1.2,3.3,3.0,1.1,-10.7,nt,-5.8,-0.7,-1.1,-1.1,0.7
O=C(NCc1ccccc1F)c1cccc(S(=O)(=O)N2CCCCC2)c1,-0.7,6.6,-1.3,6.3,-5.0,-0.2,-2.5,0.8,-3.0,-1.1,1.0
O=C(NNC(=O)C1CCCN(S(=O)(=O)c2cccc(F)c2)C1)C1CC1 (centres undefined),-1.7,-3.7,-2.8,-2.4,5.4,1.1,-4.8,0.0,-0.5,-1.2,1.5
COc1cccc(C(=O)N/N=c2\sc3ccccc3n2C)c1,0.2,0.6,1.4,2.7,-5.2,0.0,-2.1,0.2,0.9,-2.2,0.9
COc1ccc(C(=O)CN2Cc3ccccc3C2=N)cc1,17.6*,-16.8,12.6*,-6.2,-44.5,2.8,-22.9,3.4,-12.7,2.1*,4.1
